# Compound activity: PubChem BioAssay, Small Molecule Screening Facility, UW Madison
# RMI FANCM FP – blocks RMI1/RMI2 complex binding to FANCM MM2 peptide; Fluorescence polarization, RMI core complex with F-MM2 peptide; active compounds read low; FP signal (polarization) at 33 µM; 70,000 compounds, 0.58% hits; in the data active = FP signal below about 40; note: inactives centre near 61; strong numbers were not always called active; unit not given here
# Numbers without * were called inactive; & = joins results of further samples.
Compound,RMI FANCM FP
Cc1cc(C)nc(NS(=O)(=O)c2ccc(NC(=S)NC(=O)/C=C/c3ccccc3)cc2)n1,59
COc1cccc(-c2csc(-n3nc(C)cc3NC(=O)COc3ccc(C)cc3)n2)c1,60
C#CCn1c(=NC(=O)c2cc(OC)c(OC)c(OC)c2)sc2c(C)cc(C)cc21,70
O=c1sc2ccccc2n1CCOc1ccccc1Cl,82
O=C(Nc1cccc([N+](=O)[O-])c1)c1ccc(N2CCCCS2(=O)=O)cc1,52
O=C(O)COCc1nc2ccccc2s1,61
COc1ccc(Cn2ccnc2SCC(=O)NCc2ccc(F)cc2)cc1,65
CC(=O)N(C)Cc1nc2ccccc2n1Cc1ccccc1Cl,61
COc1ccc(Cl)cc1S(=O)(=O)Nc1ccc2c(c1)CN(C(=O)c1ccco1)CC2,79
CC(C)CCNC(=O)Cc1cc(=O)[nH]c(SCc2ccccc2F)n1,63
CCn1nc(C)c([N+](=O)[O-])c1-c1nnnn1-c1ccc(Cl)cc1,56
Cc1ccccc1-n1ncc2c(C3CC3)nn(CC(=O)Nc3ccccc3F)c(=O)c21,70
CCOC(=O)C1=C(C)NC(=O)NC1c1c(C)nn(C)c1Cl (stereo unspecified),57
CC(=O)N1CCc2ccc(NS(=O)(=O)CC(C)C)cc21,67
CSc1cccc(NC(=O)CN2N=NC3C(=O)N(c4cc(C)cc(C)c4)C(=O)C32)c1 (stereo unspecified),54
CCCOC(=O)c1ccc(Oc2coc3c(CN4CCN(CC)CC4)c(O)ccc3c2=O)cc1,53
Cc1cc(C)c(NC(=O)C(=O)NC2CCCCC2)c(C)c1,55
O=C(CNC(=O)c1ccc(S(=O)(=O)N2CCCC2)cc1)N/N=C\c1cccc([N+](=O)[O-])c1,73
C=CCn1c(CCCOc2ccc(Cl)cc2Cl)n[nH]c1=S,57
O=C(NCCn1ncc2c(N3CCN(c4ccc(F)cc4)CC3)ncnc21)c1ccc2ccccc2c1,80
CCN1CCN(c2nc3ccc(OC(=O)c4ccc(S(=O)(=O)N(C)C)cc4)cc3s2)CC1,60
Cc1cc(C)cc(NC(=O)CSc2c[nH]c3ccccc23)c1,71
CC1C(=O)N2CCCc3cc(NS(=O)(=O)c4ccc([N+](=O)[O-])cc4)cc1c32 (stereo unspecified),55
C/C(=N/O)c1ccc2c(c1)C(C)(C)CCC2(C)C,54
Cc1ccc(-c2ccc(=O)n(CCCNC(=O)c3ccc(F)c(F)c3)n2)cc1,63
CCN(CC)C(=O)Oc1cc2c(-c3cc4ccccc4o3)cc(=O)oc2cc1C,56
O=C(NCC(c1ccsc1)N1CCc2ccccc2C1)C(=O)Nc1ccc(F)c(Cl)c1 (stereo unspecified),64
O=C(NCN1CCN(CCO)CC1)c1cnccn1,61
CCOC(=O)c1ccc(NC(=O)CC2Sc3ncnn3C2=O)cc1 (stereo unspecified),63
CN(C)c1ccc(NC2CC(=O)N(c3cccc(C(F)(F)F)c3)C2=O)cc1 (stereo unspecified),59
COc1cscc1C(=O)NC1(O)C(=O)c2ccccc2C1=O,47
CCOC(=O)N1CCc2c(sc(NC(=O)c3ccccc3C)c2C(=O)OC)C1,69
CCOC(=O)C(=O)C1(C(=O)OCC)Oc2cc(OC)cc(OC)c2C(=O)C1c1ccccc1 (stereo unspecified),58
CC(=O)OCc1ccc(COC(C)=O)c(OC(C)=O)c1OC(C)=O,59&52
COC(=O)c1cc(S(=O)(=O)NCc2csc(-c3cccs3)n2)oc1C,59
Cc1ccc(NS(C)(=O)=O)cc1N=Cc1cc(Cl)cc(Cl)c1O,32
O=S(=O)(c1ccc2ccccc2c1)N1CCN(c2ccccc2)CC1,64
O=C(Oc1ccc2cc(Br)ccc2c1)N1CCOCC1,57
O=C1c2cc(S(=O)(=O)Nc3ccccc3)ccc2-c2ccc(S(=O)(=O)Nc3ccccc3)cc21,54
Cc1ccc(S(=O)(=O)N(C(=O)c2ccncc2)c2ccc3oc(=O)sc3c2)cc1,60
Cc1cc(NC(=O)C2COc3ccccc3O2)n(-c2nc3ccccc3s2)n1 (stereo unspecified),67
OCc1cncn1Cc1ccccc1,60
O=S(=O)(c1ccc(F)cc1)N1CCSC1c1cccc(OCc2ccccc2)c1 (stereo unspecified),60
COC1CCCCC1NS(=O)(=O)c1ccc(Cl)cc1 (stereo unspecified),66
O=C(CCc1ccc(Oc2cc([N+](=O)[O-])cc([N+](=O)[O-])c2)cc1)N1CCN(c2ccc(F)cc2)CC1,52
O=C(Nc1c(F)cccc1F)N1CCn2cccc2C1c1cccnc1 (stereo unspecified),53
CCOC(=O)C1CCN(c2ncnc3c2cnn3-c2ccccc2)CC1,64
COc1ccc(S(=O)(=O)Nc2ccc3c(c2)CC(=O)N3)cc1Cl,67

# Among those listed so far, seven contain an aryl methoxy group:
Compound,RMI FANCM FP
COc1cccc(-c2csc(-n3nc(C)cc3NC(=O)COc3ccc(C)cc3)n2)c1,60
C#CCn1c(=NC(=O)c2cc(OC)c(OC)c(OC)c2)sc2c(C)cc(C)cc21,70
COc1ccc(Cn2ccnc2SCC(=O)NCc2ccc(F)cc2)cc1,65
COc1ccc(Cl)cc1S(=O)(=O)Nc1ccc2c(c1)CN(C(=O)c1ccco1)CC2,79
COc1cscc1C(=O)NC1(O)C(=O)c2ccccc2C1=O,47
CCOC(=O)C(=O)C1(C(=O)OCC)Oc2cc(OC)cc(OC)c2C(=O)C1c1ccccc1 (stereo unspecified),58
COc1ccc(S(=O)(=O)Nc2ccc3c(c2)CC(=O)N3)cc1Cl,67

# Further records.
Compound,RMI FANCM FP
Cc1ccc(N2CC(C(=O)NCc3n[nH]c(=O)c4ccccc34)CC2=O)cc1C (stereo unspecified),55
O=c1oc(C(O)(c2ccccc2)c2ccccc2)nc2cc([N+](=O)[O-])ccc12,50
COc1ccc2c(C)cc(SCC(=O)c3ccc(Oc4ccccc4)cc3)nc2c1,109
Cc1cc(CNC(=O)c2cc(F)cc3c2OCOC3)no1,64
CC(C)c1nn(CC(N)=O)c(=O)c2c1cnn2C(C)(C)C,67
O=C1CC2(CCN(C(=O)Cc3cccs3)CC2)Oc2ccccc21,55
Cc1ccc(S(=O)(=O)CCC(=O)Nc2ccc3scnc3c2)cc1,55
CCCCC(C(=O)O)N1C(=O)/C(=C/c2ccncc2)SC1=S (stereo unspecified),58
O=c1cc(-c2ccccc2O)oc2cccc(O)c12,56
NC(=O)c1ccc(-c2ccccn2)s1,35
O=C(Cn1cnc2c(cnn2C2CCS(=O)(=O)C2)c1=O)Nc1cccc(C(F)(F)F)c1 (stereo unspecified),65
CC(C)=C1C2C=CC1c1ccccc12,64
COc1cccc(-n2nnc(C(=O)Nc3ccc(C)cc3[N+](=O)[O-])c2C)c1,62
CSc1nc2cc(-c3ccc(Cl)cc3)nn2c(N)c1C#N,77
COc1ccc(NC(=O)Cc2ccc(SC)cc2)c2ccccc12,53
Cc1cc(NC(=O)c2ccc(S(=O)(=O)N3CCOCC3)cc2)on1,66
COc1cc2[nH]c3c(=O)n(CCC(=O)NCc4cccc(Cl)c4)cnc3c2cc1OC,64
O=C(Oc1cc(=O)n2c3c(cccc13)CCC2)c1ccccc1,49
O=C(Cc1cc(=O)[nH]c(SCc2cccc(Cl)c2)n1)Nc1ccc2c(c1)OCCO2,50
CC1(C)COc2ccc(NS(=O)(=O)c3cccs3)cc2NC1=O,65
CCC(=O)Nc1ccc(S(=O)(=O)NCC2CCN(CCOC)CC2)c(C)c1,74
C=CCN1C(=O)C(C)(C)COc2ccc(NS(=O)(=O)c3ccc(Cl)s3)cc21,66
CCOc1ccccc1C(=O)Nc1ccc(-c2nnc(C)o2)cc1,66
c1ccc2sc(NCCN3CCOCC3)nc2c1,74

# Next part:
mol	RMI FANCM FP
O=S(=O)(Nc1nc2c(F)cccc2s1)c1ccc(Cl)s1	76
O=C(O)Cc1csc(Nc2cccc(Cl)c2)n1	70
Cn1cc(Cl)c(/C=C(\C#N)S(=O)(=O)c2ccccn2)n1	53
CC1CN(C(=O)Cn2nc(C3CC3)c3cnn(-c4ccc(F)cc4)c3c2=O)CC(C)O1 (stereo unspecified)	66
CN1c2ccsc2C(=O)/C(=N/Nc2cccc(C(F)(F)F)c2)S1(=O)=O	52
CCOC(=O)c1ccc(NC(=S)N/N=C\c2cc(OC)ccc2OC)cc1	54
COC(=O)c1c(-c2cccs2)csc1NC(=O)c1cccnc1	71
Cc1cc(C(=O)Nc2ccc(Oc3c(Cl)cccc3Cl)nc2)n(C)n1	59
CCNS(=O)(=O)c1ccc(C)cc1	56
CCCN1CCCc2cc(CCNS(=O)(=O)c3ccc(OC)c(F)c3)ccc21	192
COc1ccc(-c2cc(-c3ccc(C)c(C)c3)nc3sc(C(N)=O)c(N)c23)cc1	123
O=C(NCc1ccco1)C1CCN(c2ccc(-c3ccco3)nn2)CC1	61
O=C(NC(=O)c1c(Cl)cccc1Cl)Nc1nc2cc(F)ccc2s1	52
CCOC(=O)Cc1csc(NC(=O)Nc2ccc(F)cc2)n1	58
Cc1nn(C2CCS(=O)(=O)C2)c2nc(-c3ccccc3)cc(C(=O)N3CCCC(C)C3)c12 (stereo unspecified)	63
NS(=O)(=O)c1ccc(NC(=O)c2ccno2)cc1	53
CC(=O)NC1=NC(=O)CN1C	56&54
O=C(CS(=O)(=O)c1ccc(F)cc1)Nc1nc(-c2ccccc2)c(C(=O)c2ccccc2)s1	54
CC(=O)Nc1cccc(-n2nnc(SCC(=O)NCc3cccs3)n2)c1	50
CN1CCN(C(CNC(=O)Nc2ccc(Cl)cc2)c2ccc3c(c2)OCO3)CC1 (stereo unspecified)	62
Cc1cccc(OCC(=O)N/N=C/c2ccc(N(C)C)cc2)c1	62
CCOC(=O)C1CCN(C(=O)c2ccc([N+](=O)[O-])o2)CC1	64
O=C1NC(=O)C2(CCN(S(=O)(=O)c3ccccc3Cl)CC2)N1	60
Cc1cccc(NC(=S)N/N=C\c2ccc(F)cc2)c1	58
CC(C)NC(=O)c1ccc2c(=O)n(C(C)C)c3nn(Cc4c(F)cccc4Cl)c(=O)n3c2c1	109
CCN(CC)S(=O)(=O)c1ccc(C(C)=O)c(NC(=O)c2cc3c(=O)n4ccccc4nc3s2)c1	65
NS(=O)(=O)c1ccc(NC(=O)CSC2CC(=O)N(c3ccc(Br)cc3)C2=O)cc1 (stereo unspecified)	56
Cn1cccc1CN1CCS(=O)(=O)CC1	54
CC(C)(C)c1ccc(NC(=O)NCCn2ncccc2=O)cc1	63
Cc1ccc(NC(=O)Cn2cnc3c(-c4ccc(Cl)cc4)csc3c2=O)cc1F	117

# Reformatted as labelled records: part of the list above.
> O=c1oc(C(O)(c2ccccc2)c2ccccc2)nc2cc([N+](=O)[O-])ccc12
  RMI FANCM FP = 50

> O=C(NCN1CCN(CCO)CC1)c1cnccn1
  RMI FANCM FP = 61

> O=C1CC2(CCN(C(=O)Cc3cccs3)CC2)Oc2ccccc21
  RMI FANCM FP = 55

> O=C(O)Cc1csc(Nc2cccc(Cl)c2)n1
  RMI FANCM FP = 70

# Going on with the list.
mol	RMI FANCM FP
O=C(CSc1ccc(NC(=O)C2CC2)nn1)NCc1ccco1	65
O=C(COc1ccccc1)Nc1ccc2c(c1)N(C(=O)c1ccccc1)CCC2	83
O=C(Nc1ccc(-n2ccc(C(F)(F)F)n2)cc1)c1cccs1	61
CN(C)CCN(C(=O)CCCS(=O)(=O)c1ccccc1)c1nc2ccc([N+](=O)[O-])cc2s1	59
CCOC(=O)CSc1nnc(-c2ccc([N+](=O)[O-])o2)o1	54
O=C(NC1CCCC1)c1cccnc1-c1nc2ccccc2s1	61
COc1nc(Nc2ccccc2[N+](=O)[O-])nc(OC)n1	67
Cc1cc(C)nc(-n2nc(C(C)(C)C)cc2OCC(=O)NCc2ccccc2)n1	67
COc1ccc(-c2csc3ncnc(SCc4c(C)noc4C)c23)cc1	89
O=C(NC(=O)c1ccc(S(=O)(=O)N2CCOCC2)cc1)Nc1ccc(Cl)cc1	58
Cc1nnsc1C(=O)NC(=O)Nc1cc(C(F)(F)F)cc(C(F)(F)F)c1	51
COc1ccccc1NC(NC(=O)Cc1ccccc1)C(Cl)(Cl)Cl (stereo unspecified)	60
COc1ccc(OC)c(S(=O)(=O)Nc2ccc3c(c2)CN(C(=O)c2ccco2)CC3)c1	67
Cc1snnc1C(=O)Nc1c(C(C)(C)C)nn(C)c1C(C)(C)C	56
Cc1ccc(N2CCN(c3nc4c(-c5cccc(C(F)(F)F)c5)nnn4c4ccc(Cl)cc34)CC2)c(C)c1	61
CC1CCCC1OCC(O)CN1CCN(c2cccc(Cl)c2)CC1 (stereo unspecified)	65
O=C(O)c1ccc(=O)n(Cc2ccccc2)c1	57
COc1ccc(-c2coc3cc(Nc4ccc(C)cc4)ccc3c2=O)cc1	87
COc1cc(C(F)(F)F)c(-c2ncn[nH]2)cn1	56
O=C(CCn1cnc2ncccc2c1=O)N1CCN(c2cccc(Cl)c2)CC1	53
O=c1c2ccccc2c2ccccc2c(=O)n1CC1CCCO1 (stereo unspecified)	61
N/C(Cc1cccs1)=N/OC(=O)c1ccccc1	50
CCNc1nc(NCC)nc(SCC(=O)c2ccccc2)n1	59
NS(=O)(=O)c1ccc(NC(=O)CSc2nnnn2-c2ccccc2)cc1	73
Cc1ccc(-n2nc(C)c3c(Cl)c(C(=O)NC(C)C)cnc32)cc1	70
O=C1O/C(=C\c2cc3c4c(c2)CCCN4CCC3)c2ccc([N+](=O)[O-])cc21	59
O=c1c2c(cnn2-c2ccccc2)c(C2CC2)nn1Cc1ccccc1Cl	69
O=C(CSc1nnc(NC(=O)C23CC4CC(CC(C4)C2)C3)s1)NCc1ccc(F)cc1	57
CN1CCN(C(=S)c2ccc3c(c2)OCO3)CC1	65
CCn1nc(C)cc1-c1nnc(SCC(=O)c2ccc(C)cc2)o1	54
Cc1cccc2sc(NC(=O)CCc3csc(NC(=O)NC4CCCCC4)n3)nc12	75

# The list is partial. The share of hits here may be higher or lower than overall.
